Screens deposited in PubChem by National Center for Advancing Translational Sciences (NCATS).
S2 tox – Viability Counterscreen for Primary qHTS for Inhibitors of ATXN expression. S2 cells (HEK-293 line with an ATXN2-luciferase reporter) viability, CellTiter-Fluor protease fluorescence, 24 h. Potency, µM (highest dose often 56.7 µM), most hits filed as cytotoxic. 400,000 tested, 0.49% active. AID 651635, 2014; further: potency means the concentration at half of the fitted maximal effect; nearly all actives have a fitted effect of over 40% in size
TGFb inhibitor – qHTS for Inhibitors of TGF-b; HepG2 CAGA-GFP TGF-b/SMAD3 reporter, GFP fluorescence, 18 h; TGF-beta stimulated, 500 pg/mL final; Potency, µM (highest dose often 46.1 µM), inactives show top-dose activity, negative = inhibition, hits mostly inhibitors; 410,000 tested, 1.2% active; AID 588855, 2011; further: potency means the concentration at half of the fitted maximal effect; on the % scale 0 is the no-effect control and ±100 the full control effect; nearly all actives have a fitted effect of over 65% in size
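Inhibition of TGF-beta-driven CAGA-GFP reporter expression in HEPG2 cells is measured by cellular GFP fluorescence after 18 h stimulation with 500 pg/mL recombinant TGF-beta in 1% FBS medium at 37 degrees C.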
MCF10A rerep – A quantitative high throughput screen for small molecules that induce DNA re-replication in MCF 10a normal breast cells; MCF 10A DNA re-replication, Hoechst nuclear intensity, 48 h; Potency, µM (doses to about 46.1 µM), without a hit: at the highest dose activity, positive = re-replication, actives largely listed as activators; 350,000 tested, 2.9% active; AID 624296, 2012; further: potency means the concentration at half of the fitted maximal effect; % of control where 0% means no effect; nearly all actives have a fitted effect of over 50% in size
IL-1B inflam inh – qHTS for Inhibitors of Inflammasome Signaling: IL-1-beta AlphaLISA Primary Screen; THP-1 LPS/ATP IL-1B secretion, AlphaLISA, 16 h; hits give low values; activity change, % at 57.5 µM; 360,000 tested, 4.7% active; in the data active means activity change below about -50%; inconclusive means mostly about -30% to -49%; further: on the % scale 0 is the no-effect control and ±100 the full control effect
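Secreted IL-1B measured by AlphaLISA bead assay after 16 h compound exposure of THP-1 cells; compounds (final up to 57.5 uM) added 1 h before LPS (250 ng/mL) and ATP (1.25 mM) stimulation; lower signal means less secretion.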
Nrf2 block – Nrf2 qHTS screen for inhibitors. AID 504444, 2011. A549 ARE-Fluc reporter, luciferase luminescence, 18-24 h. 360,000 tested, 2.1% active. Potency, µM (series often up to 46 µM), for the others: at the top dose activity change, negative = inhibition, usual class: inhibitors; further: potency means the concentration at half of the fitted maximal effect; on the % scale 0 is the no-effect control and ±100 the full control effect; nearly all actives have a fitted effect of over 60% in size
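A549 ARE_Fluc cells, 5000/well, 5% FBS OPTI-MEM; compounds in dose-response, 18-24 h at 37 °C/5% CO2; CellTiter-Fluor viability read (Ex 405/Em 525), then BugLite luciferase luminescence = Nrf2 activity.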
HepG2 tox – qHTS for Inhibitors of TGF-b: Cytotox Counterscreen | HepG2 CAGA-GFP viability, ATP luminescence, 18 h | Potency, µM (doses to about 46.1 µM), for inactives: at the top dose activity change, negative = cytotoxicity, hits mostly cytotoxic | 410,000 tested, 0.76% active | AID 588856, 2011; further: potency means the concentration at half of the fitted maximal effect; some results filed as inactive show a strong effect at the top dose
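HepG2 CAGA-GFP cells (1000/well, DMEM with 1% FBS) received compound, then TGF-beta at 500 pg/mL final, and were incubated 18 hours at 37 degrees C. Viability was read by CellTiter-Glo luminescence. Media-only wells were set as complete cell-killing and DMSO as no toxicity.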
ATXN2 expr inh – Primary qHTS for Inhibitors of ATXN expression; Potency, µM (series often up to 57 µM), without a hit: at the highest dose activity change, negative = inhibition, usual class: inhibitors; AID 1745845, 2022; 360,000 tested, 0.72% active; HEK-293 ATXN2-luciferase reporter, luminescence, 24 h; further: potency means the concentration at half of the fitted maximal effect; on the % scale 0 is the no-effect control and ±100 the full control effect; nearly all actives have a fitted effect of over 55% in size
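ATXN2-luciferase reporter cells (luciferase flanked by upstream and downstream ATXN2 gene portions) were treated 24 h at 37 °C with compounds at up to 57 uM. SteadyGlo luminescence gave expression; GF-AFC fluorescence gave viability.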
A549 viability – Nrf2 qHTS screen for inhibitors: counterscreen for cytotoxicity | A549 ARE-Fluc cells, CellTiter-Fluor viability, 18-24 h | Potency, µM (titrated, usually from 46 µM), inactives show at the top dose activity change, negative = cytotoxicity, usual class: inhibitors | 390,000 tested, 0.16% active | AID 504648, 2011; further: potency means the concentration at half of the fitted maximal effect; on the % scale 0 is the no-effect control and ±100 the full control effect
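A549 ARE-Fluc cells in 5% FBS OPTI-MEM, 5000 cells/well, rested 2 h then exposed to compounds in concentration-response for 18-24 h at 37 °C. Viability by CellTiter-Fluor fluorescence (Ex 405/Em 525) after 30 min; luciferase luminescence (BugLite, 15 min, RT) read afterwards.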
Nrf2 activator – qHTS of Nrf2 Activators; AREc32 ARE-luciferase reporter (MCF7-derived line), luminescence, 24 h; Potency, µM (titrated, usually from 46.1 µM), for the others: at the highest dose activation, usual class: activators; 410,000 tested, 0.31% active; further: potency means the concentration at half of the fitted maximal effect; % of control where 0% means no effect; nearly all actives have a fitted effect of over 65% in size
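AREc32 cells carrying an ARE-driven firefly luciferase, 1000 cells/well in OPTI-MEM with 5% FBS, dosed after overnight attachment and incubated 24 hr at 37 deg C. Steady-Glo luminescence read after 30 min at RT.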
The depositor's hits bear a star; i = inactive; ? = inconclusive; · = no result given; [ ] = dose if it differs, or a comment. Unless noted, the call rests on the fitted dose curve; in most records, active means well fitted curve in the direction sought with a large enough effect; inconclusive means small, poorly fitted or top-dose-only effect, or another doubt; inactive means no such curve, though single readings can be large; an effect the other way counts as inactive or inconclusive.

SMILES	S2 tox	TGFb inhibitor	MCF10A rerep	IL-1B inflam inh	Nrf2 block	HepG2 tox	ATXN2 expr inh	A549 viability	Nrf2 activator
CN(C)CCNC(=O)c1cccc(-c2cnc3c(NC=O)cc(/C=C/c4ccccc4)cn23)c1	i	?	·	0	·	-78%	?	·	0.3%
CC(=O)Nc1ccc(Nc2ncc([N+](=O)[O-])c(Nc3ccc(NC(C)=O)cc3)n2)cc1	?	-16%	?	-15	-20%	12%	-10%	-2%	-0.6%
CCCc1nc(SCC(=O)N2CCCC2)c2c(=O)n(C)c(=O)n(C)c2n1	i	-2%	3%	16	3%	15%	-3%	-10%	-1.0%
Cc1cc(C)n(CC(=O)NNC(=O)CC(C)c2ccccc2)n1 (stereo unspecified)	i	-6%	11%	-6	4%	0%	·	16%	-0.7%
COc1ccc(-c2nnc(SCC(=O)NC(C)C)n2CC2CCCO2)cc1OC (stereo unspecified)	i	4%	1%	7	20%	-25%	1%	14%	-0.3%
O=C(Nc1ncc(Cc2ccc(Cl)cc2Cl)s1)c1ccc([N+](=O)[O-])cc1	i	14%	2%	-10	?	14%	-19%	1%	0.3%
COc1ccc(NC(=O)/C(=C\c2ccccc2)NC(=O)c2ccco2)cc1	i	-4%	4%	?	5%	-18%	6%	1%	0.0%
COc1cc2[nH]c(=O)n(CCCC(=O)NCc3ccc(Cl)cc3)c(=O)c2cc1OC	i	3%	·	·	-20%[9.27 µM]	2%	-4%	4%	-0.4%
COc1ccc(Cl)cc1NC(=S)NCc1ccc(S(N)(=O)=O)cc1	i	0%	0%	21	3%	10%	1%	-3%	-0.8%
CC(C)[C@H](CO)N(Cc1cccc(F)c1)c1nc(Nc2cccc(Cl)c2)c2ncn(C(C)C)c2n1	?	?	?	-24	?	-33%	-11%	?	-0.4%
CCCCCCOc1ccc(C2C(=O)N(C3CCCCC3)CC(=O)N2C2CCCCC2)cc1 (stereo unspecified)	·	-21%	·	·	·	-10%	·	-1%	-0.7%
Cc1ccc(S(=O)(=O)N(C)C)cc1NC(=S)NC(=O)C12CC3CC(CC(C3)C1)C2	i	-2%	16%	42	-1%	-16%	-12%	8%	0.3%
Cc1cccc(NC(=S)NCCSc2ccc(Cl)cc2)c1	i	?	?	-105*	?	2.5µM*	-19%	1%	1.9%
CCN(CC)CCn1c2c(c(SCC(=O)Nc3ccc(C)c(F)c3)nc1=O)CCCC2	i	6%	0%	?	-8%	-7%	-11%	-1%	0.2%
O=S(=O)(Nc1ccc(-c2csc(-c3ccccc3)n2)cc1)c1ccc(F)cc1	?	?	16µM*	-101*	-21%	-109%	?	-13%	-0.7%
CCOc1ccc(NC(=O)CSC2=C(C#N)C(c3ccc4c(c3)OCO4)CC(=O)N2)cc1 (stereo unspecified)	i	14%	0%	-55*	-26%	-6%	-11%	3%	0.5%
CCC(C)(C)n1nnnc1C(c1ccc2ncccc2c1)N1CCN(Cc2ccc3c(c2)OCO3)CC1 (stereo unspecified)	i	-1%	-18%	0	-8%	-5%	-6%	10%	-0.5%
COc1ccc(OC(C)C(=O)Nc2ccc(F)cc2F)cc1 (stereo unspecified)	·	-1%	2%	-8	-4%	-5%	-16%	3%	-0.7%
Cc1c(Cl)cccc1Nc1nn2c(=O)c3ccc(C(=O)NCCc4ccccc4)cc3nc2s1	·	-28%	·	·	2%	-1%	·	11%	-0.6%
CCOC(=O)C1CCN(C(=O)c2sc3ncn(CC(=O)N4CCCCC4)c(=O)c3c2C)CC1	?	-9%	·	12	·	-4%	·	·	-0.5%
COc1ccc(-c2nc3ccccc3c(=O)[nH]2)cc1	i	1%	-11%	18	?	-3%	3%	-8%	3.2%[9.22 µM]
CC(C)(C)NS(=O)(=O)c1ccc(CCC(=O)NCc2ccc3c(c2)OCO3)cc1	i	-12%	6%	13	5%	-5%	5%	1%	-0.7%
N#CCC1c2ccccc2CCN1C(=O)Nc1cccc(C(F)(F)F)c1 (stereo unspecified)	i	3%	-4%	-19	?	-28%	-7%	-22%	0.3%
O=C1c2cccc3cccc(c23)C(=O)N1Cc1ccco1	?	16%	30%	-1	-3%	3%	-21%	7%	?
CS(=O)(=O)N1CCCC(C(=O)NCc2ccco2)C1 (stereo unspecified)	i	-1%	?	-2	1%	-36%	0%	2%	-0.1%
COc1cc(NC(=O)C2CCN(c3nc4ccccc4nc3C(F)(F)F)CC2)cc(OC)c1	?	-10%	·	·	-28%	-16%	-17%	4%	-0.5%
COc1ccc(Cl)cc1NC(=O)C1CCN(c2ncnc3c2nc2n3CCCCC2)CC1	?	-25%	·	·	-18%	1%	-14%	4%	0.2%
CNC(=O)c1ccc(NC(=O)c2cc(S(=O)(=O)N3CCOCC3)ccc2N2CCCC2)cc1	i	16%	-1%	-10	8%	-2%	-6%	0%	-0.1%
CC1CCCCN1C(=O)CSc1nnc2c(n1)[nH]c1ccccc12 (stereo unspecified)	i	0%	-3%	7	?	-34%	7%	-7%	2.5%
CC(C)NC(=O)N(O)C1N(Cc2ccc3c(c2)OCO3)C(=S)SC1(C)C (stereo unspecified)	i	-15%	1%	4	·	-23%	3%	0%	0.3%

IL-1B inflam inh, what is marked active above
| canonical_smiles | TGFb inhibitor | IL-1B inflam inh | Nrf2 activator |
| --- | --- | --- | --- |
| Cc1cccc(NC(=S)NCCSc2ccc(Cl)cc2)c1 | ? | -105* | 1.9% |
| O=S(=O)(Nc1ccc(-c2csc(-c3ccccc3)n2)cc1)c1ccc(F)cc1 | ? | -101* | -0.7% |
| CCOc1ccc(NC(=O)CSC2=C(C#N)C(c3ccc4c(c3)OCO4)CC(=O)N2)cc1 (stereo unspecified) | 14% | -55* | 0.5% |

Continued:
SMILES	S2 tox	TGFb inhibitor	MCF10A rerep	IL-1B inflam inh	Nrf2 block	HepG2 tox	ATXN2 expr inh	A549 viability	Nrf2 activator
Cc1ccccc1S(=O)(=O)Cc1ccc(C(=O)N2CC(C)CC(C)C2)o1 (stereo unspecified)	i	-5%	28%	-4	9%	0%	0%	2%	0.3%
C(=C\c1ccccc1)/CSc1nnc(-c2ccccc2)n1Cc1ccco1	i	?	5.2µM*	43	-13%	-2%	-8%	-10%	0.2%
CCN(CC)S(=O)(=O)c1ccc(-c2nnc(SC)o2)cc1	i	?	3%	7	10%	-1%	13%	-3%	0.3%
CN(C)S(=O)(=O)c1ccc(NC(=O)c2cc(F)c(F)cc2Cl)cc1	i	-5%	-7%	?	-8%	-44%	-4%	-3%	-0.5%
N#CC(c1nc2ccccc2nc1N1CCOCC1)S(=O)(=O)c1ccccc1 (stereo unspecified)	·	-17%	?	·	-13%	-7%	-21%	-12%	0.6%
CC[C@]1(C(=O)OC)[C@H]2C(=O)N(Cc3ccccc3)C(=O)[C@H]2[C@H]2CN=C(SCC(=O)c3ccccc3)N21	?	-26%	2%	0	?	-38%	-10%	3%	?
CC(=O)Nc1cccc(-c2ccnc3c2CC(C(=O)NCC2CC2)O3)c1 (stereo unspecified)	i	32%	·	36	·	-3%	-5%	·	-0.1%[9.22 µM]
O=C(CCC(=O)N1CCOc2ccccc21)NC1CCCCCC1	i	4%	0%	20	?	-16%	7%	9%	0.1%
Cc1ccc(Cn2nnc3c(=O)[nH]c(C4CCCN(C(=O)c5ccco5)C4)nc32)cc1 (stereo unspecified)	i	16%	1%	26	32%	2%	-1%	1%	0.1%
CCc1ccc(C(=O)NC2CCCCC2)s1	i	-8%	?	10	5%	5%	26%	-4%	0.8%
COc1ccc(NC(=O)CCNC(=O)C2CCN(S(=O)(=O)c3ccc(F)cc3)CC2)cc1OC	i	-3%	10%	15	2%	-1%	5%	7%	0.2%
O=C(NCCCO)c1cc2c([nH]c3ccccc32)c(-c2ccc(F)cc2)n1	i	-1%	5%	-66*	?	-8%	-6%	?	10%
O=C(CC1SC2=NCCN2C1=O)Nc1ccccc1 (stereo unspecified)	i	0%	-1%	25	21%	-22%	15%	·	0.3%
O=C(N/N=C1\CCCc2ccccc21)c1ccc([N+](=O)[O-])cc1	i	8%	1%	-5	?	-15%	54%[activator]	-1%	2.3%
CCN1CCN(S(=O)(=O)c2ccc3c(c2)NC(=O)CS3)CC1	i	0%	-1%	45	?	-2%	-8%	2%	0.3%
CCCc1cc(=O)oc2c(C)c(OCc3nn[nH]n3)ccc12	i	-3%	3%	0	2%	2%	-27%	0%	0.5%
COc1ccc(C(CCNCc2ccc(N(C)C)cc2)c2ccccc2)cc1 (stereo unspecified)	22µM*	?	?	-101*	2%	-186%	?	-2%	5.3%
O=C1NC(c2ccccc2)=CC(c2ccccc2O)N1 (stereo unspecified)	?	8%	1%	17	3%	-3%	12%	2%	-0.3%
C/C(CC(=O)Nc1ccccc1Cl)=N\NC(=O)C(=O)NCCO	i	7%	-8%	10	2%	1%	-35%	0%	-1.0%
Cc1cc(-c2ccccc2)c2c(=O)n(-c3ccccc3)[nH]c2n1	i	-9%	0%	0	8%	-12%	8%	1%	0.1%
CC(=O)Nc1ccc(S(=O)(=O)N(C)CC(=O)Nc2ccc(F)c(F)c2F)cc1	i	-5%	-4%	6	6%	-3%	-9%	0%	0.6%
Cc1cccc(NC(=O)/C(C#N)=C/c2cn(CC(=O)NCc3ccco3)c3ccccc23)c1C	i	-16%	?	?	?	-38%	?	0%	15%
O=C(CSc1nccc(=O)[nH]1)Nc1ccc2ccccc2c1	i	-6%	1%	17	-7%	8%	3%	3%	2.2%
